Source: PubChem (several laboratories)
Vif inh = HIV Vif self-association inhibitors, primary screen, imaging, HEK293T, single point; actives 0.35% (n = 340,000); inhibition, % at 7.49 µM; HEK293T cells, Vif self-association by quenched fluorescence, 24 h; AID 602346, 2012; in the data active = inhibition above about 50%, passing the limit was not always enough; also: some results filed as inactive read as strong as hits
ABHD5-PLIN5 inh = ABHD5-PLIN5 interaction inhibitors, primary screen, cell lysate, split luciferase complementation, luminescence; Perilipin-5 (Homo sapiens) + 1-acylglycerol-3-phosphate O-acyltransferase ABHD5 (Homo …; Split G. princeps luciferase complementation, 4 h; inhibition, % at 4 µM; actives 0.78% (n = 360,000); AID 602281, 2012;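 active = inhibition above the mean inhibition across every tested compound plus 3 SD, cut at about 22% in these data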;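 also: 0% = DMSO only wells and the 100% control is not disclosed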
Target sequence (Q00G26 whole entry, looked up): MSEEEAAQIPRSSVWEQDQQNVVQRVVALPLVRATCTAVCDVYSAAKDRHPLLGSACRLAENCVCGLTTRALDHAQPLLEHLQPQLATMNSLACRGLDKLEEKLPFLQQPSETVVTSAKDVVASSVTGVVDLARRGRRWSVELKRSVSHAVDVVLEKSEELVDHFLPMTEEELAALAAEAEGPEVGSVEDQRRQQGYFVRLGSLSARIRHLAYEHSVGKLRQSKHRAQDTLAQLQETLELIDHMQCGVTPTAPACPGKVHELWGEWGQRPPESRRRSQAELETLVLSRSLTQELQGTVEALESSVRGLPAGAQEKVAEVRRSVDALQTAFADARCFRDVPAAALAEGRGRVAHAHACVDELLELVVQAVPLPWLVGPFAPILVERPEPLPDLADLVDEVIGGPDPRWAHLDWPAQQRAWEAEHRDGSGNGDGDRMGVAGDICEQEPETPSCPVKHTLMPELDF
Target sequence (Q8WTS1 whole entry, looked up): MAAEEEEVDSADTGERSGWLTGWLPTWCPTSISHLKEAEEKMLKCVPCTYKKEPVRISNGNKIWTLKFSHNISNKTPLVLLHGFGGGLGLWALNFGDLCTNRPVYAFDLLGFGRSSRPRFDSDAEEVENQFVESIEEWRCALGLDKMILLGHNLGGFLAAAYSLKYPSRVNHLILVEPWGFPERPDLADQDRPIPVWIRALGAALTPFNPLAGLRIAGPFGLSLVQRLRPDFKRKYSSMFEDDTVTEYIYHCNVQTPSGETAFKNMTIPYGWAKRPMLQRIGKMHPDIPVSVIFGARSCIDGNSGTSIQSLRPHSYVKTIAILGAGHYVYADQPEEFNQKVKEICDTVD
NOD2 RIPK2 PPI = NOD2-RIPK2 binding disruptors in cells, primary screen, fluorescence, CHO cells, BLA complementation | Receptor-interacting serine/threonine-protein kinase 2 (Homo sapiens), O43353 | CCF4 ratio | actives 0.38% (n = 360,000) | inhibition, % at 4.98 µM; in the data active = inhibition above about 21%;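 also: 0% = vehicle only and 100% = reference blocker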
TLR9-MyD88 inh = inhibitors of TLR9-MyD88 association in cells, primary screen, cell-based, CHO, BLA complementation, fluorescence | Toll-like receptor 9 (Homo sapiens) + Myeloid differentiation primary response protein … | CCF4 FRET ratio | inhibition, % at 4.98 µM | actives 0.21% (n = 340,000) | AID 504734, 2011;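 active = inhibition above the mean over all tested compounds plus 3 SD, cut at about 21% in these data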;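 also: 0% = DMSO only wells and 100% = clavulanate BLA inhibitor control wells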
ABCB6 inh MLPCN = ABCB6 transporter inhibitors, primary screen, K562-ABCB6 cells, flow cytometry, MLPCN library. actives 0.19% (n = 360,000). K562-ABCB6 porphyrin accumulation, 1 h; hits give low values. AID 602162, 2011. fluorescence ratio to DMSO, % at 10 µM;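 active = fluorescence ratio to DMSO below 75%, the collection mean minus 3 SD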;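 also: signal is porphyrin accumulated inside mitochondria; 100% equals median channel fluorescence of DMSO control wells; lower ratio means ABCB6 inhibition with less porphyrin fluorescence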
aDG glyco act = activators of alpha-DG glycosylation, primary screen, uHTS, Pro5-aDG cells, AlphaScreen; actives 0.22% (n = 360,000); AID 624168, 2012; activation, % at 10 µM; alpha-DG glycosylation AlphaScreen (IIH6); 0% Pro5, 100% B10-LARGE cell signal;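 active = activation of at least 8% versus controls, or a plate z-score of at least 8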;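 also: Pro5 are CHO cells carrying HIG-tagged alpha-DG that lacks glycosylation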
Exocytosis inh = LAMP-1 surface exposure blockers, TALL-104 cells – cell-based, flow cytometry, MLPCN library, primary screen | TALL-104 LAMP-1 surface exposure; cells stimulated with thapsigargin and PMA | inhibition, % at 10 µM | actives 0.66% (n = 360,000) | AID 651702, 2012;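 active = inhibition above about 55%, limit read from the data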
MC4R antagonist = MC4R antagonists of cAMP signaling, primary screen, cell-based, TR-FRET, antagonist arm of biased-ligand search | actives 0.48% (n = 360,000) | MC4R-expressing cells, MTII-stimulated cAMP, LANCE TR-FRET | inhibition, % at 6.5 µM | AID 540295, 2011 | Melanocortin receptor 4 (Homo sapiens), P32245;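 active = inhibition above its plate's cutoff, the mean of tested wells on that plate plus 3 SD, cut at about 29% in these data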;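 also: 0% = Melanotan II alone and 100% = Melanotan II plus saturating MCL0020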
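Test system: U2OS cells stably expressing human melanocortin 4 receptor (MC4R); also added: Melanotan II challenge; compound: 6.5 µM single dose; timing: 30-min compound preincubation, 1-h Melanotan II challenge, 1-h detection, room temperature; signal: Eu-cAMP/anti-cAMP TR-FRET, emission 671 nm; repeats: one well per compound, no replicates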
MC4R barr agon = MC4R agonists recruiting beta-arrestin, primary screen, cell-based, luminescence, agonist arm of biased-ligand search; U2OS MC4R beta-arrestin complementation; percent of melanotan II response, DMSO zero; activation, % at 8.9 µM; Melanocortin receptor 4 (Homo sapiens), P32245; actives 0.98% (n = 360,000);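 active = activation above a per-plate cutoff, the mean activation of sample wells on that plate plus 3 SD, cut at about 8% in these data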
Glyco luc inh = increase of ERlucT glycosylation luciferase signal, primary screen, N-linked glycosylation inhibitor project, D54 ERlucT cells, luminescence, set 2 | actives 0.23% (n = 360,000) | D54 ERlucT glycosylation luciferase reporter, 24 h; percent of 100 nM tunicamycin response | AID 588692, 2011 | reporter increase, % at 12.5 µM;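 active = mean luciferase reporter signal, scaled so untreated is 0 and the glycosylation-blocking control 100, at or above a set limit in every replicate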;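 also: luciferase carries N-glycosylation sites so blocking glycosylation raises the light; 0% = median of neutral control wells and 100% = median of 100 nM tunicamycin wells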
An asterisk follows results filed as active; . = no result given. The list is partial, so the mix of outcomes need not match the whole.

SMILES | Vif inh | ABHD5-PLIN5 inh | NOD2 RIPK2 PPI | TLR9-MyD88 inh | ABCB6 inh MLPCN | aDG glyco act | Exocytosis inh | MC4R antagonist | MC4R barr agon | Glyco luc inh
O=C(NCc1ccccc1F)C1CCCN(S(=O)(=O)N2CCOCC2)C1 (stereo not given) | -8 | -3 | 5 | -13 | 96 | -0.1 | -6 | 0 | -2.0 | 1
CC1CN(S(=O)(=O)c2cccs2)CC(C)O1 (stereo not given) | -2 | 5 | -9 | 1 | 101 | -0.3 | -9 | 1 | 1.0 | 3
COc1ccc(-c2nn(-c3ccccc3)cc2C(=O)Nc2nccs2)cc1OC | 53* | 1 | -7 | 8 | 81 | -0.2 | -6 | 4 | -1.3 | 3
COc1ccc(C(=O)N/C(=C/c2ccco2)C(=O)N2CCCCCC2)cc1 | -7 | -4 | -2 | -2 | 105 | -0.3 | -3 | 1 | -3.5 | 1
O=C(c1cccs1)N1CCN=C1SCc1ccc(Cl)cc1 | 1 | -6 | -17 | -13 | 89 | 0.1 | -2 | -8 | 0.4 | -1
CCOC(=O)/C(C#N)=C/C1=C(N2CCOCC2)CC(C)(C)OC1 | -1 | 8 | -21 | 6 | 100 | 0.3 | 2 | 5 | 1.1 | 1
CCn1nc(C)c(CNC(=O)CC2C(=O)NCCN2Cc2ccc(C)o2)c1C (stereo not given) | -1 | 11 | -1 | -1 | 89 | 0.5 | -2 | 11 | -1.6 | 0
Brc1ccc(/C=N/Nc2ncnc3c2cnn3Cc2ccccc2)cc1 | -5 | 2 | 6 | -9 | 101 | -0.2 | 0 | 2 | -2.8 | -3
CCC1(C)Cc2c(sc3c2c(=O)n(-c2ccccc2)c(=O)n3C)CO1 (stereo not given) | 1 | 0 | -6 | -1 | 98 | -0.2 | -3 | 8 | -0.6 | -1
O=C(COC(=O)CCCc1nc2ccccc2s1)NC(=O)NCc1ccco1 | 1 | -1 | -2 | -6 | 103 | 0.2 | 7 | 5 | -2.8 | 1
COc1ccccc1C(=O)Nc1ccc(C(=O)O)cc1 | 6 | 9 | 7 | -2 | 91 | 0.3 | 1 | 3 | 2.5 | 0
CCSC1=C(C#N)C(c2ccccc2Cl)C(C(=O)c2cccs2)C(O)(C(F)(F)F)N1 (stereo not given) | -2 | 2 | -2 | 3 | 99 | -0.2 | 0 | 6 | 1.2 | 1
CCOC(=O)C(=O)Nc1ccccc1C(N)=O | 3 | -2 | 2 | -3 | 96 | 0.1 | -1 | 4 | 0.4 | 1
CC(=O)Cn1c(CN2CCN(C(=O)c3ccco3)CC2)nc2c1c(=O)n(C)c(=O)n2C | -7 | -2 | 2 | 4 | 100 | -0.1 | -2 | 0 | -3.1 | 4
Cc1nc(Cl)sc1C(=O)Nc1ccc(Cl)cc1 | -18 | -5 | -3 | -3 | 110 | 0.3 | 4 | 9 | -1.0 | -3
O=C(NC(Cc1c[nH]c2ccccc12)C(=O)Nc1ccc(F)cc1)c1cccs1 (stereo not given) | -2 | -1 | -8 | 7 | 97 | 0.1 | -1 | 2 | -1.1 | -12
Cc1ccc(S(=O)(=O)Nc2ccc3nc(-c4cccn4C)[nH]c3c2)cc1 | 1 | 1 | -11 | 6 | 92 | -0.4 | -1 | 13 | -0.3 | 4
CCC(CO)Oc1cc(NCc2ccccc2F)c2ncn(C(C)C)c2c1 (stereo not given) | 2 | -4 | -7 | 0 | 92 | 0.1 | 9 | -2 | -2.5 | 2
COC(=O)Cc1ccc(NC(=S)N2CCN(c3ccc(F)cc3)CC2)cc1 | -4 | -5 | -6 | 2 | 97 | 2.9 | 2 | -3 | -0.9 | 2
NS(=O)(=O)c1ccc2nc(NC(=O)CS(=O)(=O)c3ccc(F)cc3)sc2c1 | -3 | 7 | 1 | -113 | 95 | 0.1 | -2 | -1 | 1.3 | 1
Cc1c(NC(=O)C(C)OC(=O)c2cccnc2Cl)c(=O)n(-c2ccccc2)n1C (stereo not given) | 9 | -6 | -3 | -4 | 96 | 0.0 | -2 | 7 | -1.4 | 0
COc1cccc2cc(-c3cc(=O)oc4ccc(O)cc34)oc12 | 2 | 3 | -6 | -2 | 95 | 0.0 | 1 | -18 | 2.5 | 1
CCOC(=O)C1CCN(C(c2cc(OC)c(OC)c(OC)c2)c2sc3nc(C)nn3c2O)CC1 (stereo not given) | -3 | -3 | -9 | -26 | 93 | -0.2 | -8 | 3 | 2.6 | 7
COc1ccc2oc(C(=O)OCC(=O)Nc3ccc(N4CCOCC4)cc3)c(C)c2c1 | 3 | -2 | 4 | 8 | 103 | -0.3 | 3 | 1 | 4.3 | 0
CCOC(=O)C(CC)(CC)C(=O)/C=C/c1ccc(Br)cc1 | 8 | 18 | 14 | 0 | 103 | -0.5 | 1 | 14 | 1.0 | 9
Oc1ccc(N=Nc2ccc3c(c2)OCCO3)c(O)c1 | 5 | 5 | -8 | 0 | 99 | -0.2 | 7 | -3 | 2.0 | -17
c1ccc2c(N3CCCCC3)ncnc2c1 | -18 | 0 | -9 | -3 | 92 | 1.2 | -1 | -4 | 0.4 | -5
O=C(CNS(=O)(=O)c1ccc(F)c(Cl)c1)NCCc1ccccc1 | -6 | -3 | -5 | -8 | 103 | -0.2 | -5 | 16 | -0.1 | 0
COc1ccc(C(NC(=O)c2ccco2)c2ccc(OC)c(OC)c2)cc1 (stereo not given) | -6 | 4 | -4 | 2 | 104 | 0.3 | 5 | -1 | 0.2 | -1
O=C(CSc1nc2nn(-c3ccccc3)c(=O)c-2c2n1CCCCC2)Nc1ccccc1[N+](=O)[O-] | 8 | 1 | -4 | 0 | 97 | -0.4 | 1 | 6 | -0.5 | -4

Retrieved by structure from the entries so far (2):
SMILES | Vif inh | ABHD5-PLIN5 inh | NOD2 RIPK2 PPI | TLR9-MyD88 inh | ABCB6 inh MLPCN | aDG glyco act | Exocytosis inh | MC4R antagonist | MC4R barr agon | Glyco luc inh
Brc1ccc(/C=N/Nc2ncnc3c2cnn3Cc2ccccc2)cc1 | -5 | 2 | 6 | -9 | 101 | -0.2 | 0 | 2 | -2.8 | -3
COc1ccccc1C(=O)Nc1ccc(C(=O)O)cc1 | 6 | 9 | 7 | -2 | 91 | 0.3 | 1 | 3 | 2.5 | 0

Five compounds out of the list above, arranged by their value in Glyco luc inh, rising:
structure,Glyco luc inh
O=C(NC(Cc1c[nH]c2ccccc12)C(=O)Nc1ccc(F)cc1)c1cccs1 (stereo not given),-12
O=C(CSc1nc2nn(-c3ccccc3)c(=O)c-2c2n1CCCCC2)Nc1ccccc1[N+](=O)[O-],-4
COc1cccc2cc(-c3cc(=O)oc4ccc(O)cc34)oc12,1
CCOC(=O)C1CCN(C(c2cc(OC)c(OC)c(OC)c2)c2sc3nc(C)nn3c2O)CC1 (stereo not given),7
CCOC(=O)C(CC)(CC)C(=O)/C=C/c1ccc(Br)cc1,9

The main list resumes; the 2 compounds before the break are reprinted first.
SMILES | Vif inh | ABHD5-PLIN5 inh | NOD2 RIPK2 PPI | TLR9-MyD88 inh | ABCB6 inh MLPCN | aDG glyco act | Exocytosis inh | MC4R antagonist | MC4R barr agon | Glyco luc inh
COc1ccc(C(NC(=O)c2ccco2)c2ccc(OC)c(OC)c2)cc1 (stereo not given) | -6 | 4 | -4 | 2 | 104 | 0.3 | 5 | -1 | 0.2 | -1
O=C(CSc1nc2nn(-c3ccccc3)c(=O)c-2c2n1CCCCC2)Nc1ccccc1[N+](=O)[O-] | 8 | 1 | -4 | 0 | 97 | -0.4 | 1 | 6 | -0.5 | -4
COC(=O)c1c(C)oc2ccc(N(C(=O)c3ccncc3)S(=O)(=O)c3ccc4ccccc4c3)cc12 | -7 | 10 | 7 | -7 | 90 | 0.4 | 3 | -13 | -3.1 | -1
Cc1ccc(NC(=O)C(=O)NCc2ccc(/C=C(/C#N)C(=O)NCc3cccnc3)o2)cc1 | . | 3 | 11 | -10 | 100 | 0.1 | 4 | 4 | -0.7 | 4
O=C(CO/N=C/c1ccccc1Cl)N1CCCc2ccccc21 | 3 | -3 | 4 | -30 | 100 | -0.3 | -4 | 9 | 4.5 | 1
Cc1ccc(S(=O)(=O)N2CCN(C(=O)Cn3c(=O)cnc4ccccc43)CC2)c(C)c1 | -6 | 6 | -4 | -6 | 94 | -0.1 | 2 | 10 | -0.9 | -1
O=C(NCC1CC1)C1Cc2c(-c3ccccc3Oc3ccccc3)ccnc2O1 (stereo not given) | -7 | 10 | 9 | . | 97 | 0.5 | -4 | 4 | 0.9 | -4
CC(=O)Nc1ccc(NS(=O)(=O)c2ccc(C)cc2)c([N+](=O)[O-])c1 | -1 | 5 | -2 | 0 | 90 | 0.4 | -2 | -2 | -0.6 | 2
CC(C)CC(NC(=O)CC12CC3CC(CC(C3)C1)C2)C(=O)NC1=NCCS1 (stereo not given) | -2 | 1 | -7 | 1 | 100 | -0.5 | -2 | 8 | -0.6 | 0
O=C(CCc1ccccc1)Nc1ncc([N+](=O)[O-])s1 | -11 | -2 | -4 | 0 | 97 | -0.1 | 11 | 21 | 1.7 | -1
CC(C)=C[C@H]1C[C@H](C)[C@H]2CC[C@H](C)c3c(O[C@@H]4OC[C@@H](O)[C@H](O)C4O)c(O)c(C)c1c32 (stereo not given in full) | 13 | -27 | -5 | 1 | 98 | -0.4 | 3 | 12 | 1.3 | 0
CC(=O)N(CCOc1ccccc1)CCOc1ccccc1 | -24 | 5 | 4 | -3 | 101 | 0.1 | -4 | 9 | -1.4 | -1
Cc1ccc(NC(=S)N2CCN(c3nccc(C(F)(F)F)n3)CC2)c(C)c1 | 4 | 4 | -3 | 2 | 96 | 0.0 | -1 | -1 | 1.8 | 5
Cc1ccccc1-n1c(C)nnc1SC(C)C(=O)NCC1CCCO1 (stereo not given) | -3 | -4 | -11 | -3 | 97 | -0.2 | 3 | 3 | -2.8 | 2
COC(=O)c1cc(C(=O)OC)n(Cc2ccc(C)cc2)c1C | 1 | -3 | 3 | -1 | 104 | 0.2 | -3 | 7 | 2.4 | 2
Cc1nc2cc(-c3ccccc3)ccc2o1 | 18 | 4 | 3 | -3 | 100 | -0.1 | -2 | 9 | -0.5 | 3
